# Compound activity: PubChem, Sanford-Burnham Center for Chemical Genomics
# UBC13 polyUb = UBC13 polyubiquitin chain formation inhibitors, primary screen, biochemical, TR-FRET, uHTS; Ubiquitin-conjugating enzyme E2 N (Homo sapiens), P61088; inhibition, % at 20 µM; 330,000 tested, 0.47% active; AID 485273, 2010; in the data active = inhibition above about 45%, passing the limit was not always enough
# CCR6 antag = CCR6 receptor antagonists, primary screen, cell-based, CHO-K1, luminescence, beta-arrestin, uHTS; C-C chemokine receptor type 6 (Homo sapiens), P51684; CHO-K1 CCR6 PathHunter beta-arrestin, CCL20-stimulated; inhibition, % at 20 µM; 340,000 tested, 0.49% active; AID 493098, 2011;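 active = compounds whose inhibition of the agonist-driven luminescence signal at 20 µM reaches about 50%, limit read from the data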;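 also: cells stimulated with CCL20 at 14 nM final; plate controls were DMSO with CCL20 for no effect and DMSO without agonist for full effect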
# Target sequence (P51684 whole entry, looked up): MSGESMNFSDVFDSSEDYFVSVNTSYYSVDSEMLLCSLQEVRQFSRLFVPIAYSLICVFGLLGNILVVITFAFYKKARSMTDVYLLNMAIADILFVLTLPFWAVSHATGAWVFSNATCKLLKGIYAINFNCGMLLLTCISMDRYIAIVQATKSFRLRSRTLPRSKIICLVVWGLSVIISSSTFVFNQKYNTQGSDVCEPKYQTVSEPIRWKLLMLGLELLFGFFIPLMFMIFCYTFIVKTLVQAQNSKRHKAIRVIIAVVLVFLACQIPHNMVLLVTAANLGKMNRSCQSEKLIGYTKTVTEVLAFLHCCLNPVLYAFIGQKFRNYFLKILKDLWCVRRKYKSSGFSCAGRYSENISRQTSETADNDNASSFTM
# Jurkat NFkB inh = inhibitors of induced NF-kB luciferase reporter, primary screen, TCR NF-kB activation inhibitor project, cell-based, luminescence, uHTS | Jurkat, PMA/ionomycin-induced NF-kB luciferase reporter | inhibition, % at 4 µM | 330,000 tested, 0.53% active | AID 435003, 2010; in the data active = inhibition above about 50%
# APJ antagonist = antagonists of human apelin receptor APJ, primary screen, CHO-K1 cells, beta-arrestin complementation, luminescence | P35414 | inhibition, % at 20 µM | 330,000 tested, 0.32% active;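 active = inhibition above about 40% at 20 µM, limit read from the data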;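 also: cells challenged with 10 nM apelin-13 agonist together with compound; plate controls were apelin-13 plus DMSO wells for no effect and DMSO wells lacking apelin-13 for full effect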
# 697 NFkB inh = inhibitors of PMA/ionomycin-induced NF-kB reporter, 697 cells, primary screen, B-cell NF-kB inhibitor project, cell-based, luminescence, uHTS; AID 435022, 2010; 330,000 tested, 0.33% active; inhibition, % at 4 µM; 697 B-cell NF-kB luciferase reporter, 16 h; in the data active = inhibition above about 35%
# CXCR6 block = CXCR6 receptor inhibitors, primary screen, cell-based, beta-arrestin, luminescence, CHO-K1 PathHunter, 1536-well | C-X-C chemokine receptor type 6 (Homo sapiens), O00574 | inhibition, % at 20 µM | 360,000 tested, 0.36% active; in the data active = inhibition above about 34%, passing the limit was not always enough;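 also: antagonist mode with CXCL16 agonist at 10 nM final; 0% = 10 nM CXCL16 with DMSO and 100% = unstimulated wells without agonist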
# Target sequence (O00574 whole entry, looked up): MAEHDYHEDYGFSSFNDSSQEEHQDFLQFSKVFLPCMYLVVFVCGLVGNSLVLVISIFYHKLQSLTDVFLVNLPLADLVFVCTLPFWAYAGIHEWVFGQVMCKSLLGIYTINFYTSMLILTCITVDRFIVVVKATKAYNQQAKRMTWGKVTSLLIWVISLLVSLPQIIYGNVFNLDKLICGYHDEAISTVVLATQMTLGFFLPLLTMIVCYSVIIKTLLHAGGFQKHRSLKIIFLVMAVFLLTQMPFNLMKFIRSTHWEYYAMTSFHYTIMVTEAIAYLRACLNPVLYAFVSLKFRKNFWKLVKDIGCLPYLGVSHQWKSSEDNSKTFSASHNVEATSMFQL
# Gli-Sufu block = Gli-Sufu pathway antagonists, primary screen, luciferase luminescence, Sufu-KO-LIGHT cells, uHTS; 340,000 tested, 0.74% active; AID 588413, 2011; inhibition, % at 5 µM; Sufu-KO-LIGHT fibroblasts, Gli luciferase reporter luminescence;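 active = inhibition above about 55%, limit read from the data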;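 also: 0% = DMSO-treated cells and 100% = wells with medium but no cells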
# EBI2 antag = EBI2 receptor antagonists, beta-arrestin recruitment, primary screen, cell-based, luminescence, 7a,25-OHC stimulation, uHTS. 7a,25-OHC stimulated. inhibition, % at 5 µM. 360,000 tested, 0.81% active. AID 651636, 2012; in the data active = inhibition above about 38%;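 also: enzyme fragment complementation signal reports receptor beta-arrestin coupling in cells; 0% = agonist plus DMSO wells and 100% = wells without agonist; some results beyond the cut were filed as inactive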
# Target sequence (P32249 whole entry, looked up, the tested form may be a part): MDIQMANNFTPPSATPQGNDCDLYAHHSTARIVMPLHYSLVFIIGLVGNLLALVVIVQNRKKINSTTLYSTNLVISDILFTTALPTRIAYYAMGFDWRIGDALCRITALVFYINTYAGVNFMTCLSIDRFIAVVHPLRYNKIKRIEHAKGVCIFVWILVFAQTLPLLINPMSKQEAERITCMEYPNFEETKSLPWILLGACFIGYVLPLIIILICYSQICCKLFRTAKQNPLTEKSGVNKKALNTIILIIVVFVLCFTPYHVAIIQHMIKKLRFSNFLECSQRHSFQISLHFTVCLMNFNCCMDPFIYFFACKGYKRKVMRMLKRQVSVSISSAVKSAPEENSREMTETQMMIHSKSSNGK
# * hit, by the source's call; / = not tested or not shown.
Structure	UBC13 polyUb	CCR6 antag	Jurkat NFkB inh	APJ antagonist	697 NFkB inh	CXCR6 block	Gli-Sufu block	EBI2 antag
CCOC(=O)C(C(=O)Nc1ccccc1)C1CCCCC1 (stereo unspecified)	-7	-3	-5	11	-12	-2	-10	3
Cn1c(NC(=O)c2ccc(F)cc2)c(-c2cccs2)c(=O)c2ccccc21	-11	10	16	7	6	-10	9	7
CN(C)CCNS(=O)(=O)c1ccc(N2CCN(c3ccc(F)cc3)CC2)c([N+](=O)[O-])c1	-11	16	-4	7	-25	-4	36	-16
CC1CCCCC1NC(=O)CN1C(=O)NC(Cc2ccccc2)(Cc2ccccc2)C1=O (stereo unspecified)	5	9	1	-14	-2	8	-7	-2
Cc1c(NC(=O)c2cccc(S(=O)(=O)N3CCOCC3)c2)c(=O)n(-c2ccccc2)n1C	-6	-11	-5	0	0	-1	-1	-3
COc1ccc(N2CCN(C(=O)CSc3nnc4c(C)cc5ccccc5n34)CC2)cc1	5	-11	-4	-27	20	-2	13	-4
Cc1ccc(NC(=O)CS(=O)CC(=O)N2CCN(c3ccccc3)CC2)cc1 (stereo unspecified)	-6	6	-3	-36	-6	-3	-21	11
COCCCn1cnc2c(c1=O)c1nc3ccccc3nc1n2CCc1ccccc1	22	11	8	6	18	8	-7	3
Cn1cccc1Cc1nnc(SCC(=O)Nc2ccccc2)n1-c1ccc(F)cc1	-19	5	-6	-53	-2	2	-4	5
Cc1cc(C)n(CC(=O)Nc2ccc([N+](=O)[O-])cc2)n1	-12	2	-2	4	8	-1	-1	0

# Next records.
Structure	UBC13 polyUb	CCR6 antag	Jurkat NFkB inh	APJ antagonist	697 NFkB inh	CXCR6 block	Gli-Sufu block	EBI2 antag
O=C(N=C1SC2CS(=O)(=O)CC2N1c1cc(Cl)ccc1Cl)C1CCCO1 (stereo unspecified)	-5	17	-4	7	-2	-1	/	4
CC(C)Cn1nc(NS(=O)(=O)c2cccc3nonc23)c2cc3ccccc3nc21	-22	36	4	31	14	21	2	17
c1csc(CCCN2CCCCC2)c1	/	9	/	/	/	3	9	-2
Cc1noc(N)c1C1(O)C(=O)Nc2c(Cl)cc(Cl)cc21 (stereo unspecified)	-15	4	-13	-13	-1	-3	-4	-10
O=C(CCNc1ccccc1)c1cccc([N+](=O)[O-])c1	17	11	0	10	15	12	-4	8
CCCCc1ccc(-c2nc(-c3ccncc3)no2)cc1	1	-12	-136	-15	-219	-16	-55	-2
CC1=C(C(=O)Nc2ccccc2C(=O)NCc2ccccc2)SCCO1	2	13	12	-11	13	1	-5	-7
COc1ccc2[nH]c(=O)c(CN(Cc3cccnc3)S(=O)(=O)c3ccccc3F)cc2c1	7	-2	30	2	17	-3	-3	-66
CC(C(=O)NCc1cccs1)N1C(=O)c2ccccc2C1=O (stereo unspecified)	0	-1	0	3	11	1	-24	-11
O=S(=O)(NCCCCCNS(=O)(=O)c1ccccc1)c1ccccc1	-1	13	-5	9	12	-11	3	-4

# Reprinted at random: three records from the list
Structure	UBC13 polyUb	CCR6 antag	Jurkat NFkB inh	APJ antagonist	697 NFkB inh	CXCR6 block	Gli-Sufu block	EBI2 antag
CC1=C(C(=O)Nc2ccccc2C(=O)NCc2ccccc2)SCCO1	2	13	12	-11	13	1	-5	-7
O=S(=O)(NCCCCCNS(=O)(=O)c1ccccc1)c1ccccc1	-1	13	-5	9	12	-11	3	-4
O=C(CCNc1ccccc1)c1cccc([N+](=O)[O-])c1	17	11	0	10	15	12	-4	8

# (list continues)
Structure	UBC13 polyUb	CCR6 antag	Jurkat NFkB inh	APJ antagonist	697 NFkB inh	CXCR6 block	Gli-Sufu block	EBI2 antag
COc1ccc(-c2ccc(-c3nnn(CC(C)=O)n3)cc2)cc1	-7	-17	-83	-6	-86	-5	-79	4
O=C(CCN1CCN(CCO)CC1)Nc1ccc(Br)cc1	9	14	5	-20	0	-5	2	-1
CCN1CCN(C(=O)c2cc3ccc(OC)cc3[nH]2)CC1	8	1	-47	7	-9	1	-17	24
CC(=O)c1ccc(N=C2SCCCN2C(=O)C2CCCC2)cc1	-13	-8	-12	2	-7	0	-32	18
CCC(=O)NCCc1nc2cc(NC(=O)c3ccc(F)cc3)ccc2n1C	-7	-6	-52	-15	-62	-10	-30	2
Cc1ccc(NC(=S)NCC(C)CSc2ccc(Cl)cc2)cc1 (stereo unspecified)	6	9	12	-3	3	-21	-1	-3
O=C(c1ccc2c(c1)OCO2)C1CCCN(C(=O)Nc2ccc(F)cc2F)C1 (stereo unspecified)	2	7	0	6	-3	7	-9	5
Cc1cc(C)n2nc(C(=O)OCC(=O)N(C)Cc3ccccc3)nc2n1	0	-5	-8	4	8	0	13	-10
CC(C)NCC(O)Cn1c2c(c3ccccc31)CCc1c-2cnn1-c1ccccc1 (stereo unspecified)	42	-6	59*	29	-165	0	15	-23
C#CCNC(=O)C1=C[C@@H](C(C)(C)C)C[C@@H](OCc2ccc(CO)cc2)O1	-6	5	1	-2	-8	5	13	-10

# (cont.)
Structure	UBC13 polyUb	CCR6 antag	Jurkat NFkB inh	APJ antagonist	697 NFkB inh	CXCR6 block	Gli-Sufu block	EBI2 antag
O=C(CNS(=O)(=O)c1ccccc1)OCC(=O)c1cccc([N+](=O)[O-])c1	-15	47	-12	46*	11	31	-3	3
O=C(O)C1CCC(CNS(=O)(=O)c2ccc(Br)cc2)CC1 (stereo unspecified)	-4	-5	7	5	14	1	-13	-4
COC(=O)C(Cc1ccccc1)NC(=O)CCC(=O)NC(C)CCc1ccccc1 (stereo unspecified)	3	5	0	-22	0	7	21	2
COc1ccc(C)cc1S(=O)(=O)NCCN1CCOCC1	2	9	7	7	17	-6	2	-10
CCNC(=O)c1cc(S(=O)(=O)N2CCSCC2)ccc1OC	2	5	2	-4	9	-1	1	-9
O=C(Nc1nc2c(F)cc(F)cc2s1)C1CC(=O)N(Cc2ccco2)C1 (stereo unspecified)	15	9	-6	0	-12	-2	-4	-9
Cc1ccc(CNC(=O)CCCNC(=O)c2ccc(Cl)cc2)n1C	6	-7	11	2	0	2	1	-4
Cc1cc(C)c(-c2cc(C(=O)Nc3cc(C)ccc3C)[nH]n2)c(O)c1	0	6	20	7	3	0	-1	1
CCOc1ccc(NC(=O)Nc2ccc(NC(C)=O)cc2)cc1	-10	1	-12	4	-22	0	3	2
Cc1cc(C)cc(NC(=O)CC2Oc3ccc(C)cc3NC2=O)c1 (stereo unspecified)	4	7	-3	3	9	-7	5	-7

# (cont.)
Structure	UBC13 polyUb	CCR6 antag	Jurkat NFkB inh	APJ antagonist	697 NFkB inh	CXCR6 block	Gli-Sufu block	EBI2 antag
COc1ccc(CC(=O)Nc2cccc(-c3ccc4nnc(C)n4n3)c2)cc1OC	-5	4	21	3	22	-13	-4	-9
COC(=O)CNC(c1ccccc1)c1cc(C)ccc1NS(=O)(=O)c1ccc(C)cc1 (stereo unspecified)	2	20	0	6	7	5	4	16
O=C(COc1ccc(Br)cc1)NCCCNC(=O)c1cccnc1	2	-15	5	-2	-48	-3	59*	2
COCCN(C(=S)Nc1cccc(C)c1C)C(C)c1ccco1 (stereo unspecified)	-8	2	-1	9	-1	-5	4	-6
Cc1ccc(Nc2ccc(C(=O)NCCc3ccccc3)cn2)cc1	-8	7	-21	9	1	-4	-18	83*
CC1=CC(C)(C)Nc2ccc(OC(=O)CN3C(=O)c4cccc5cccc(c45)C3=O)cc21	/	13	/	/	/	-3	16	-5
O=S(=O)(c1ccc2ccccc2c1)n1cccn1	1	-9	5	-3	-2	-7	2	0
CCOc1ccc(C(=O)NC(=S)Nc2ccc(NC(=O)CC)cc2)cc1[N+](=O)[O-]	-18	56*	10	22	9	18	3	6
CCO[C@@H]1OC(C(=O)N2CCN(C)CC2)=C[C@H](C2CCCCC2)[C@H]1CCCO	-3	-5	13	4	11	-3	14	-26
O=[N+]([O-])c1ccccc1C=CC=NN=Cc1ccccc1O	/	19	/	/	/	2	28	5

# The results go on:
Structure	UBC13 polyUb	CCR6 antag	Jurkat NFkB inh	APJ antagonist	697 NFkB inh	CXCR6 block	Gli-Sufu block	EBI2 antag
O=C(NCCCN1CCCC1=O)c1ccc2c(c1)NC(=O)c1ccccc1S2	9	1	1	-42	9	-6	-1	-5
COC(=O)C1CCN(S(=O)(=O)c2ccc(OC)cc2)CC1	7	1	7	0	5	0	4	-6
Cc1ccc(CNC(=O)CCS(=O)(=O)c2ccc3c(c2)NC(=O)CS3)cc1	9	-9	16	11	9	-3	-8	-13
C/C(=N\Nc1nncc2ccccc12)c1ccc(OCC(=O)N(C)C)cc1	-5	13	-28	4	10	0	-4	-5
COc1ccccc1/C=c1\sc2nc(-c3ccccc3OC)nn2c1=O	-1	1	4	22	18	-3	8	23
Cc1ccsc1-c1n[nH]c(=S)n1C1CCCCC1	-14	9	8	8	-3	2	3	-2
CCC(NC(=O)Cc1cccs1)c1ccccc1 (stereo unspecified)	3	18	-10	20	11	1	1	-11
Cc1cc(C)nc(NC(=O)c2ccc(Cl)cc2Cl)n1	14	-6	6	-9	5	-5	-11	-5
CN1CCN(c2nc3c(c(=O)n(C)c(=O)n3C)n2Cc2ccccc2F)CC1	-8	8	-9	13	-13	7	18	-8
COc1cccc(N2CC(NS(=O)(=O)c3ccc4ccccc4c3)CC2=O)c1 (stereo unspecified)	2	0	-2	2	-8	-3	4	10

# Next section:
Structure	UBC13 polyUb	CCR6 antag	Jurkat NFkB inh	APJ antagonist	697 NFkB inh	CXCR6 block	Gli-Sufu block	EBI2 antag
COc1cccc(NC(=O)Cn2cc(C=O)c3ccccc32)c1	0	10	7	5	-21	-10	21	-2
Cc1ccccc1NS(=O)(=O)CCCCC(Cl)(Cl)Cl	8	16	5	-5	3	-6	0	3
O=C(CN1CCN(c2ccccc2Cl)CC1)NC1CCCc2ccccc21 (stereo unspecified)	2	16	-17	-10	-6	3	3	11
O=C(c1ccccc1)c1c[nH]c2ccccc12	/	-3	/	/	/	-2	-9	-9
Cc1ccccc1CC(=O)NCc1cccnc1	0	4	8	-7	16	3	/	-3
Nc1cc(Cl)ccc1C(=O)OCC(=O)NC1CCS(=O)(=O)C1 (stereo unspecified)	8	-2	-7	13	19	0	1	-11

# Gathered by group, the compounds so far containing an aryl methoxy group
Structure	UBC13 polyUb	CCR6 antag	Jurkat NFkB inh	APJ antagonist	697 NFkB inh	CXCR6 block	Gli-Sufu block	EBI2 antag
COc1ccc(N2CCN(C(=O)CSc3nnc4c(C)cc5ccccc5n34)CC2)cc1	5	-11	-4	-27	20	-2	13	-4
COc1ccc2[nH]c(=O)c(CN(Cc3cccnc3)S(=O)(=O)c3ccccc3F)cc2c1	7	-2	30	2	17	-3	-3	-66
COc1ccc(-c2ccc(-c3nnn(CC(C)=O)n3)cc2)cc1	-7	-17	-83	-6	-86	-5	-79	4
CCN1CCN(C(=O)c2cc3ccc(OC)cc3[nH]2)CC1	8	1	-47	7	-9	1	-17	24
COc1ccc(C)cc1S(=O)(=O)NCCN1CCOCC1	2	9	7	7	17	-6	2	-10
CCNC(=O)c1cc(S(=O)(=O)N2CCSCC2)ccc1OC	2	5	2	-4	9	-1	1	-9
COc1ccc(CC(=O)Nc2cccc(-c3ccc4nnc(C)n4n3)c2)cc1OC	-5	4	21	3	22	-13	-4	-9
COC(=O)C1CCN(S(=O)(=O)c2ccc(OC)cc2)CC1	7	1	7	0	5	0	4	-6
COc1ccccc1/C=c1\sc2nc(-c3ccccc3OC)nn2c1=O	-1	1	4	22	18	-3	8	23
COc1cccc(N2CC(NS(=O)(=O)c3ccc4ccccc4c3)CC2=O)c1 (stereo unspecified)	2	0	-2	2	-8	-3	4	10
COc1cccc(NC(=O)Cn2cc(C=O)c3ccccc32)c1	0	10	7	5	-21	-10	21	-2
